# PglD DTNB – blocks C. jejuni PglD acetyltransferase activity. purified PglD enzyme, DTNB colorimetric CoA detection. inhibition, % at 12.5 µM. hit rate 0.098% among 360,000; in the data active = inhibition above about 16%, passing the limit was not always enough; also: strong numbers were not always called active
# * = called active by the depositor. Some of the compounds tested; rates above refer to the full screens.
Molecule,PglD DTNB
COc1cc(C2CC(=O)NC3=C2C(=O)CC(C)(C)C3)cc(OC)c1O (stereo unspecified),-3
CCOC(=O)c1cn(CC)c2cc(Cl)c([N+](=O)[O-])cc2c1=O,-3
O=C(NCCN1CCN(C(=O)NC2CCCCC2)CC1)NC1CCCCC1,12
O=C(NC(=S)N1CCN(C(c2ccccc2)c2ccccc2)CC1)c1ccc(S(=O)(=O)N2CCOCC2)cc1,8
COc1ccc(-c2nn(-c3ccccc3)cc2/C=C2/SC(=S)N(Cc3ccco3)C2=O)c(C)c1,-4
Cc1cccc(NS(=O)(=O)c2ccc(C3CCCCC3)cc2)c1,0
CCNC(=S)NNC(=O)Cc1ccccc1,1
CCC1(CC)Cc2ccccc2C(=C(C#N)C#N)N1,5
O=C(NCc1ccccc1)c1ccc(Cn2cc(C(F)(F)F)ccc2=O)cc1,3
CCc1cc(OCCCCNCc2ccccc2)ccc1Cl,-8
CCN(CC(=O)NC(=O)NCc1ccco1)Cc1nc2ccccc2c(=O)[nH]1,9
CCOC(=O)c1c(C)[nH]c(C(=O)OCC(=O)N2c3ccccc3CC2C)c1C (stereo unspecified),3
Cc1ccc(S(=O)(=O)N2CCN(S(=O)(=O)c3ccc(C)cc3)C2)cc1,5
Nn1c(SCc2cn3ccsc3n2)nnc1-c1ccncc1,-1
Cc1ccc(C)c(NC(=O)CN(C)C(=O)[C@@H](NC(=O)c2ccc(C(C)(C)C)cc2)C(C)C)c1,5
Cc1ccc(Cc2cnc(NC(=O)/C(C#N)=C/c3ccc(-c4ccccc4[N+](=O)[O-])o3)s2)cc1,-14
CCOC(=O)Nc1ccc2c(COC(=O)CNS(=O)(=O)c3cccc(Br)c3)cc(=O)oc2c1,2
Cc1ccc(CN2C(=O)CCC2C(=O)NCc2ccc3c(c2)OCO3)cc1 (stereo unspecified),-2
Cc1cc(C)c(NC(=O)Cc2ccc(-n3cccc3)cc2)c(C)c1,-5
CCOC(=O)c1cc(-c2ccccc2)sc1N,0
C=C(C)CSc1ncc(-c2cccc(C(F)(F)F)c2)cn1,3
O=C(CCc1nc(-c2ccccc2F)no1)NCCc1ccccc1Cl,2
CCn1c(SCC(=O)OCc2ccccc2)nc2c1c(=O)n(C)c(=O)n2C,-5
CCCOC(=O)C1=C(C)NC2=C(C(=O)CC(C)(C)C2)C1c1ccc(N(C)C)cc1 (stereo unspecified),0
Cc1ccc(Nc2nc(N)nc(CSC(=S)N3CCN(c4ccccc4)CC3)n2)cc1,4

# An excerpt from above in order of molar mass, largest number first.
Molecule,PglD DTNB
O=C(NC(=S)N1CCN(C(c2ccccc2)c2ccccc2)CC1)c1ccc(S(=O)(=O)N2CCOCC2)cc1,8
Cc1ccc(Cc2cnc(NC(=O)/C(C#N)=C/c3ccc(-c4ccccc4[N+](=O)[O-])o3)s2)cc1,-14
CCn1c(SCC(=O)OCc2ccccc2)nc2c1c(=O)n(C)c(=O)n2C,-5
CCOC(=O)c1c(C)[nH]c(C(=O)OCC(=O)N2c3ccccc3CC2C)c1C (stereo unspecified),3
Cc1cccc(NS(=O)(=O)c2ccc(C3CCCCC3)cc2)c1,0

# Taken from above.
# PglD DTNB result of Cc1cc(C)c(NC(=O)Cc2ccc(-n3cccc3)cc2)c(C)c1 reads -5
# PglD DTNB result of CCC1(CC)Cc2ccccc2C(=C(C#N)C#N)N1 reads 5

# Next section
Molecule,PglD DTNB
CCc1cc2cc(C)cc(C)c2nc1SCC(=O)N1CCN(C(=O)c2ccco2)CC1,3
CC1CCCC(NC(=O)COC(=O)c2c[nH]c(=O)[nH]c2=O)C1C (stereo unspecified),-3
Cc1nnc2c(NC(C)C)nc3ccccc3n12,2
COc1ccc(C(C)=O)cc1COC(=O)c1ccc2c(c1)OCO2,2
c1cc(CNCCCN2CCOCC2)ccn1,0
C=CCNc1nc(-c2ccccn2)nnc1-c1ccccc1,3
Cc1cc(NC(=O)CCC(=O)N(CC(=O)NCC2CCCO2)c2ccccc2C)no1 (stereo unspecified),0
CCN(CC)S(=O)(=O)c1ccc(Br)c(OC)c1,-4
O=[N+]([O-])c1ccc(/C=N/Nc2nc(-c3ccccc3)c3cc(Br)ccc3n2)o1,1
COc1ccc(NC(=O)C(NC(=O)c2ccc(=O)[nH]c2)c2ccc(OC)cc2)cc1 (stereo unspecified),-6
COc1cc(C(=O)OCC(=O)N(C)Cc2ccccc2)cc(OC)c1OC,4
Cc1ccc(C(=O)N[C@H](C(=O)Nc2cc(Cl)cc(Cl)c2)C(C)C)cc1,2
O=C(Cc1ccccc1)Nc1ccccc1Sc1ccccc1,0
CCN1CCN(Cc2ccc(NC(=O)c3ccc(C)c(NC(=O)c4cncc(-c5cccs5)c4)c3)cc2C(F)(F)F)CC1,-2
O=C(CCNS(=O)(=O)c1cccc2nonc12)N1CCN(c2cccc(Cl)c2)CC1,-3
O=C1c2ccccc2S(=O)(=O)c2cc(C(=O)N(c3ccccn3)c3ccccn3)ccc21,3
Cn1c(=O)oc2cc(S(=O)(=O)N3CCN(C(=O)c4ccco4)CC3)ccc21,6
COc1ccccc1N1CCN(C(=O)CSc2ncnc3scc(-c4ccccc4)c23)CC1,1
CCNCC(O)COCC(O)CNCC (stereo unspecified),-3
Cc1ccc2cc(C)c(SCC#N)nc2c1,-3
Cc1nc2ccc(NC(=O)c3ccc(Cl)c(NC(=O)c4cccs4)c3)cc2s1,-3
Cn1c(=O)[nH]c2sc3c(c2c1=O)CC(C)(C)OC3,2
Cc1ccc(Nc2nc3ccccc3o2)cc1F,6
Cc1ccc(C)c(N2CCN(C(=O)c3ccc(Cn4c(=O)[nH]c5ccccc5c4=O)cc3)CC2)c1,0
O=S(=O)(c1ccc(Cl)nc1)N(Cc1ccccc1)Cc1ccccc1,2
COC(=O)Cc1ccc(NC(=S)NCCCO)cc1,5
O=C(O)CCNc1nc(-c2ccccc2)nc2ccccc12,0
CCC(Sc1nc2ccccc2c(=O)n1CC1CCCO1)C(=O)NCc1cccnc1 (stereo unspecified),1
COc1ccc(N2C(=O)C3[C@@H](C2=O)C2(Cl)C(Cl)=C(Cl)C3(Cl)C2(OC)OC)cc1 (stereo partly specified),6
Cc1ccc(C(=O)Nc2ccc3nccnc3c2)cc1,-4
COc1ccc(C(=O)Nc2sc3c(c2C(=O)O)CC(C)(C)OC3)cc1,-15
Cc1ccc(CNC(=O)CCNC(=O)Cn2ccc3ccccc3c2=O)cc1,1
Cc1ccc(Cn2c(C)nc3c(c2=O)c2nc4ccccc4nc2n3Cc2ccco2)cc1,-8
CNC(=O)N(O)C1N(c2ccccc2)C(=S)SC1(C)C (stereo unspecified),4
Cc1cc(OCC(=O)Nc2ccncc2)ccc1Br,9
CCOC(=O)N1CCN(c2nc(-c3cccc(OC)c3)cc(C(F)(F)F)n2)CC1,-3
Cc1ccc2nc(SCC(=O)NCc3ccco3)[nH]c2c1,6
Cc1ccc(C(=O)Nc2ccc(Br)cc2)cc1S(=O)(=O)Nc1ccccn1,5
CNC(=O)N(C1=NCCCCC1)c1ccc(Br)cc1,-5
O=C(COc1ccc(S(=O)(=O)N2CCCCC2)cc1)NC1CCCCC1,-4
Cc1cc(C)nc(NS(=O)(=O)c2ccc(N3C(=O)C4C5C=CC(C5)C4C3=O)cc2)n1 (stereo unspecified),6
Clc1ccc2oc(-c3ccccc3)nc2c1,-5
Cc1csc(SCC(=O)Nc2ccc(Cl)cn2)n1,6
COc1ccc(C(=O)NCc2nnc(SCC(=O)Nc3nc4ccccc4s3)o2)cc1OC,5
CN(Cc1nc2ccccc2c(=O)[nH]1)c1ccccc1,2
Cc1ccccc1CSCCNC(=O)c1ccccc1,4
CCn1cc(/C=N\NC(=O)c2ccc3c(c2)c(C)c(C)n3Cc2ccccc2)c(C)n1,32*
Cc1ccc(NC(=O)C2CCN(S(=O)(=O)c3cnc[nH]3)CC2)cc1C,-4
O=C(Nc1ccccc1)c1cccc(S(=O)(=O)NCc2ccco2)c1,-3
CCN1C(=O)/C(=C/N(C(C)=O)c2ccccc2)N(c2ccccc2)C1=S,6

# Carrying on.
Molecule,PglD DTNB
COC(=O)N/N=C(\C)c1ccccc1OC(F)F,0
CCOC(=O)c1sc2ncnc(N3CCN(C(=O)OCC)CC3)c2c1C,5
CCc1ccc(NC(=O)CSc2nc3cc(C(=O)OC)ccc3c(=O)n2Cc2ccco2)cc1,-1
CCN1C(=O)/C(=C\c2ccncc2)SC1=Nc1ccc(C)c(C)c1,-3
O=C(CSCc1ccc(Cl)cc1)N/N=C/c1ccc(OCC(=O)Nc2ccccc2)cc1,5
CC1CCCCC1NCC(=O)Nc1ccccc1-c1ccccc1 (stereo unspecified),-1
CCCc1nn2c(=O)cc(O)nc2s1,2
CC(C)=CCc1c(O)ccc(C(=O)Cc2ccccc2)c1O,-3
O=C(Nc1ccccc1N1CCOCC1)c1ccc([N+](=O)[O-])cc1,-1
CCOC(=O)c1ccccc1NS(=O)(=O)c1ccc(C)cc1,2
Clc1nc(-c2ccccn2)nc2scc(-c3ccccc3)c12,-5
CCCOc1c(Cl)cc(C(=O)Nc2ccc3c(c2)OCO3)cc1OCC,-3
Cn1c(=O)c2c(nc(N/N=C/c3ccc(OC(=O)c4ccco4)cc3)n2Cc2ccccc2)n(C)c1=O,10
COC(=O)CSc1nsc(SCC(=O)OC)n1,0
COc1cccc(C(=O)OCCN2C(=O)c3ccccc3C2=O)c1OC,-6
CCN(CC)S(=O)(=O)c1cccc(-c2nnc(SCC(=O)NC)n2CCc2ccccc2)c1,-2
O=C(COC(=O)c1ccco1)Nc1cccc(Br)c1,10
COc1ccc(Cl)cc1-c1n[nH]c(=S)o1,-2
COC(=O)C1=C(N)OC2=C(C(=O)CCC2)C1c1cccs1 (stereo unspecified),-7
COc1ccccc1NC(=O)CSc1nnc(CNC(=O)c2ccco2)o1,3
COc1ccc(C=C(c2nc3ccccc3s2)c2nc3ccccc3s2)cc1O,-4
Cn1c(CSCc2ccc(F)cc2)nnc1SCC(=O)N1CCN(c2ccccc2)CC1,-2
COc1ccc(NC(=O)CCOc2ccccc2)c(OC)c1,-5
Cc1cccc(C)c1NS(=O)(=O)c1c(C)[nH]c(=O)[nH]c1=O,0
C=CCc1ccc(OCCOCCOc2ccc(C)cc2[N+](=O)[O-])c(OC)c1,0
COc1cccc(/C=N/NC(=O)CNC(=O)c2ccc3c(c2)OCCO3)c1O,-6
Cc1ccc(CSc2ncnc3c2cnn3Cc2ccccc2)cc1,3
COC(=O)c1cn(C(=O)c2ccco2)c2ccccc12,0
CCOc1ccc(NC(=O)CCN2CCN(S(=O)(=O)c3cc(Cl)ccc3OC)CC2)cc1,-6
O=C1COc2ccc3ccccc3c2CN1,-1
Oc1ccccc1/C=N/n1c(-c2cccs2)n[nH]c1=S,3
N=c1ncn(CC(O)CO)c2nc(N3CCOCC3)[nH]c12 (stereo unspecified),-1
Cc1cccc(N2CCN(C(=S)NCCc3ccccc3)CC2)c1C,1
CCNS(=O)(=O)c1ccc(NS(=O)(=O)c2cc(C)ccc2C)cc1,-5
O=[N+]([O-])c1cccc(/C=N/n2c(-c3cccnc3)n[nH]c2=S)c1,0
NS(=O)(=O)c1ccc(CNC(=O)C23CC4CC(CC(C4)C2)C3)cc1,0
COc1c(C)cccc1C(=O)Nc1ccc(N2CCN(S(C)(=O)=O)CC2)cc1,0
COc1ccc(Nc2nnc(Cc3ccc(Cl)cc3)c(=O)[nH]2)c(OC)c1,-3
O=C(c1ccccc1)N1CCN(CC#Cc2ccccc2)CC1,-2
Cc1ccc(NC2=NCC(=O)N2c2ccc3c(c2)OCCO3)c(C)c1,-1
Cc1cc(S(=O)(=O)NCCN(C)C)c(C)s1,0
Cc1c(NC(=O)c2cc(=O)[nH]c(=O)[nH]2)c(=O)n(-c2ccccc2)n1C,-2
CCC(C)NC(=O)CCc1c(C)nc2nc(-c3cc(OC)cc(OC)c3)nn2c1C (stereo unspecified),3
CSc1nnc(Cc2cc(=O)[nH]c(=O)[nH]2)n1-c1cccc(C)c1,0
Cc1c(CNC2CCC(C)CC2)c(C(=O)O)c(C)n1Cc1ccccc1 (stereo unspecified),-5
N#CCC(=O)NCC1(c2ccccc2)CCCC1,0
CN1C(=O)/C(=C2/C=CC=CN2C)OC1=S,1
CC1CCCN(c2ccc(C(=O)Nc3ccc4c(c3)OCO4)cc2[N+](=O)[O-])C1 (stereo unspecified),5
Cc1[nH]c2ccc(C(=O)OCCN(C)C)cc2c1C,4
Cc1nn(-c2ccccc2)c(Cl)c1C(=O)Nc1nnc(C2CCCCC2)s1,1

# (next part)
Molecule,PglD DTNB
CCCOC(=O)Nc1cc(OC)c(Cl)cc1OC,-1
CCCC(NC(=O)c1ccccc1)c1nc2ccccc2n1Cc1ccc(C(=O)OC)o1 (stereo unspecified),3
O=C(CN1C(=O)c2ccccc2S1(=O)=O)N1CCc2ccccc21,0
O=C(c1cc2sccc2n1Cc1ccc(F)cc1)N1CCCc2ccccc21,0
CCCC(=O)c1cc(-c2nc3ccccc3n2C)n(C)c1,-8
FC(F)(F)c1cc(-c2ccccc2)nc(NC2CCCC2)n1,-4
COc1ccc(-c2nnc3ccc(SCC(N)=O)nn23)cc1OC,-5
Cc1ccc2nc(NC(=O)C3CCCN(S(=O)(=O)c4cccc5nsnc45)C3)sc2c1 (stereo unspecified),-2
CCCCn1c(-c2cccs2)nc2nc3ccccc3nc21,-9
CCCCCCCCCCn1c2c(c(=N)c3c1CCC3)CCC2,-2
COc1ccc2c(C)cc(SCC(=O)N3CCOCC3)nc2c1,7
COc1cc(C(=O)NCCOc2ccccc2)c(Br)c(OC)c1OC,0
CCOC(=O)C1CCN(C(=O)Nc2ccc3nc(-c4ccco4)c(-c4ccco4)nc3c2)CC1,6
O=C(Nc1cc(Sc2ccccn2)cc([N+](=O)[O-])c1)c1ccc([N+](=O)[O-])cc1,7
COc1ccccc1C(=O)Oc1cc(N)n(S(=O)(=O)c2ccc(C)cc2)n1,-2
Cc1ccc(C)c(CSc2nnc(CCN)o2)c1,-3
